All columns: NCI-60 one-dose screen, growth in % after 48 h at 10 µM unless noted; 100 = growth as untreated, 0 = no growth, -100 = all killed.
NCI-H23: NCI-H23 lung cancer; 80,000 tested, 4% active
OVCAR-5: OVCAR-5 ovarian cancer; AID 1794783; 82,000 tested, 2.9% active
OVCAR-8: OVCAR-8 ovarian cancer; 81,000 tested, 4.4% active; AID 1794782
IGROV1: IGROV1 ovarian cancer; 79,000 tested, 4.7% active; AID 1794786
OVCAR-3: OVCAR-3 ovarian cancer. AID 1794787. 79,000 tested, 7% active
SK-OV-3: SK-OV-3 ovarian cancer cells; 80,000 tested, 3.2% active
NCI/ADR-RES: NCI/ADR-RES ovarian cells; 81,000 tested, 4.4% active; AID 1794790
NCI-H522: NCI-H522 lung cancer | 78,000 tested, 8% active | AID 1794739
OVCAR-4: OVCAR-4 ovarian cancer cells. 80,000 tested, 3.7% active. AID 1794784
* marks the source's active call; other numbers are inactive results; / = no result given. How the source made its calls: active means growth percent below 10; inactive means the rest.

Results follow in this order: NCI-H23	OVCAR-5	OVCAR-8	IGROV1	OVCAR-3	SK-OV-3	NCI/ADR-RES	NCI-H522	OVCAR-4
1. COc1ccc(OC)c(C(=O)NNC(=O)c2cc(OC)c(OC)c(OC)c2)c1
→ 98	113	84	113	109	83	110	66	114
2. CS(=O)(=O)Oc1ccc(-c2cn3ccoc3n2)cc1
→ 106	104	104	113	/	101	107	98	106
3. O=C(O)c1ccc2c(c1N=Nc1c(O)[nH]c(=S)[nH]c1=O)C(=O)c1ccccc1C2=O
→ 93	104	101	98	102	102	104	81	104
4. O=[N+]([O-])c1cnc(Cl)c(Br)c1
→ 95	104	102	112	103	94	105	90	105
5. CCCCCCCCOc1cc(/C=N/Nc2cc(C)nc3ccc(Br)cc23)cc(OCCCCCCCC)c1OCCCCCCCC
→ 98	113	102	91	112	104	101	101	106
6. O=C1c2ccccc2C(=O)c2cc(NCCNc3ccc4c(c3)C(=O)c3ccccc3C4=O)ccc21
→ 78	84	68	57	83	78	78	54	63
7. N#CCCCCCCCCCC#N
→ 106	104	96	101	104	102	105	77	105
8. COC(=O)c1ccc(NC(=O)CNNc2nc3ccccc3c(=O)n2-c2ccccc2)cc1
→ 86	99	98	97	103	/	96	91	108
9. CCc1ccc(S(=O)(=O)NC(=O)NC2CC2)cc1
→ 93	87	100	98	104	/	94	93	113
10. O=C(Nc1c(Br)cc2c(c1Br)Cc1cc([N+](=O)[O-])ccc1-2)C(Cl)Cl
→ 77	106	80	69	76	77	78	59	81
11. COc1cc(/C=N/Nc2ncnc3c2c(C)nn3C)ccc1O
→ 100	97	106	102	100	100	106	84	107
12. Cc1nc(N)nc(N[C@@H](C)c2nc3cccc(NCc4ccc(C(=O)NO)cc4)c3c(=O)n2-c2ccccc2)n1
→ 64	91	70	70	86	87	103	35	92
13. c1ccc(-c2csc(Nc3ncccn3)n2)nc1
→ 81	110	77	/	87	86	34	/	55
14. CC(=O)Nc1sc2c(c1-c1nc3ccccc3s1)CNC2
→ 25	42	23	13	36	16	23	-12*	33
15. COc1ccc(C2=Nc3c/c(=C\c4c(O)[nH]c5cc(Cl)ccc45)ccc3=N2)cc1
→ 68	77	72	87	27	46	56	46	91
16. O=C(Cn1cc(COn2nnc3ccccc32)nn1)Nc1ccc(Cl)cc1
→ /	104	101	112	114	99	103	96	106
17. COc1ccc(/C=C2\C=C(c3nc4ccccc4s3)N(Cc3ccccc3)C2=O)cc1
→ 93	93	102	92	104	94	105	97	96
18. N#Cc1ccc(C(=O)C2C(C#N)C(C#N)C3c4ccccc4C=CN23)cc1 (centres undefined)
→ 81	98	42	91	92	117	55	64	43
19. CCCCCCCCCCCCNC(=O)N[C@H](C(=O)N[C@H]1/C=C/OCCNC(=O)/C=C/[C@H](C(C)C)NC1=O)C(C)C
→ 60	36	96	45	24	106	101	48	51
20. O=S(=O)(c1ccccc1)N1CCNc2ccccc21
→ 107	96	115	80	112	110	100	108	113

Random excerpt: two compounds from above, in no set order.
Results follow in this order: NCI-H23	OVCAR-5	OVCAR-8	IGROV1	OVCAR-3	SK-OV-3	NCI/ADR-RES	NCI-H522	OVCAR-4
12. Cc1nc(N)nc(N[C@@H](C)c2nc3cccc(NCc4ccc(C(=O)NO)cc4)c3c(=O)n2-c2ccccc2)n1
→ 64	91	70	70	86	87	103	35	92
16. O=C(Cn1cc(COn2nnc3ccccc32)nn1)Nc1ccc(Cl)cc1
→ /	104	101	112	114	99	103	96	106

(more compounds)
Results follow in this order: NCI-H23	OVCAR-5	OVCAR-8	IGROV1	OVCAR-3	SK-OV-3	NCI/ADR-RES	NCI-H522	OVCAR-4
21. COc1cc2c(O)n(CCCn3ccnc3)c3c4cnc5cccc(c(=O)c3c2cc1OC)c54
→ 39	83	35	46	45	/	98	19	51
22. O=[N+]([O-])c1cccc(N2COc3c(ccc4ccccc34)C2)c1
→ 95	107	88	97	99	98	100	101	94
23. COC(=O)c1ccc2c(c1)C(=O)c1c-2n(CCCN)c(=O)c2cc([N+](=O)[O-])ccc12
→ -54*	-74*	-65*	-82*	-93*	-82*	-39*	-78*	-77*
24. COc1ccc(-c2ccn(CC(=O)N3CCOCC3)n2)cc1OC1CCCC1
→ 91	100	100	107	113	/	93	93	103
25. CCOC(=O)C1=C(C)N=C2SC=C(c3ccc(F)cc3)N2[C@H]1c1cn[nH]c1-c1ccccc1
→ 100	102	76	/	100	97	115	90	106
26. COc1cc(/C=C/c2ccccc2)ccc1O
→ 106	105	98	132	114	111	109	/	100
27. CCN(CC)CCOC(=O)C(c1ccccc1)C1(O)CCCC(C)C1 (centres undefined)
→ 95	103	100	97	104	101	96	91	119
28. COc1ccc(-c2nc(SCCCCCC(=O)NO)[nH]c(=O)c2C#N)cc1OC
→ /	105	105	105	129	99	101	104	122
29. O=C1C(Cl)C(c2ccc(O)cc2)N1n1cnnc1 (centres undefined)
→ 97	101	95	94	94	86	103	81	94
30. COc1ccc(C(=O)N/N=C2\c3ccccc3-c3cccc(C(=O)O)c32)cc1
→ 95	104	100	79	96	92	103	92	93
31. CN(C)c1ccc(NC(=O)c2ccc(/C=C/C(=O)c3ncc[nH]3)cc2)cc1
→ 60	95	27	70	26	64	64	59	76
32. CC[C@]12C=CCN3CC[C@@]4(c5ccc(OC)cc5N(C)[C@H]4[C@@](O)(C(=O)OC)[C@@H]1OC(=O)CCCN[C@H](Cc1cc4ccccc4[nH]1)C(=O)OC)[C@@H]32
→ 97	104	102	107	118	99	97	98	94
33. CCCCCCCCCC(=S)N1CCN(c2ccccc2)CC1
→ /	93	103	104	104	105	115	94	111
34. CNC(=O)c1cc(Oc2ccc(NC(=O)Nc3ccc(Cl)c(OC(F)(F)F)c3)c(F)c2)ccn1
→ 7.1*	57	30	46	40	65	32	5.6*	5.4*
35. COc1ccc(/C=C2\SC(=O)N(CC(=O)Nc3ccc(C(=O)/C=C/c4cc5ccccc5nc4Cl)cc3)C2=O)cc1
→ 83	106	86	96	/	96	94	76	82
36. O=S1(=O)CC(O)C(Cl)C1 (centres undefined)
→ 89	91	99	87	93	107	90	77	95
37. N=c1c(C(N)=O)cnc2n1CCCCC2
→ 104	99	115	136	114	119	98	113	112
38. CCCNC(=O)Oc1ccc(/C(=C(/C)Cc2ccc(OC)cc2)c2ccc(OCCN3CCCCC3)cc2)cc1
→ 91	95	91	98	89	90	84	85	87
39. Cc1ccc(/C=N/NC(=O)c2cnc3n(c2=O)CCCCC3)cc1
→ 98	98	97	105	107	110	101	97	95
40. N#Cc1c(-c2ccccc2)cc(-c2ccccc2)n(CC(=O)Nc2ccccc2N)c1=O
→ 92	107	102	83	105	120	95	88	112
41. COc1ccc(CCNC(=S)/N=C/C2=C(O)CC(C)(C)CC2=O)cc1OC
→ 102	104	101	112	121	104	105	87	102
42. O=C1OC(=O)c2c(I)cccc21
→ 109	101	103	104	114	103	113	101	96
43. CCOC(=O)Nc1cc2c(c(N)n1)N=C(c1ccccc1)CO2
→ 35	57	15	25	-28*	23	13	-14*	49
44. COc1ccc(Cc2cc(-c3ccccc3)nn(CC(=O)c3ccccc3)c2=O)cc1
→ 95	95	91	98	100	93	86	77	98
45. CCOC(=O)CSC1=C(C)C(=O)C(OC)=C(OC)C1=O
→ 100	103	98	103	104	107	99	100	102
46. O=[N+]([O-])c1ccc(/C=C/CCOc2ccccc2)cc1
→ 95	102	95	94	106	101	115	63	89
47. c1ccc2c[n+](Cc3ccc4ccccc4n3)ccc2c1
→ 69	105	69	81	62	89	102	85	67
48. COc1ccc(C2C(C#N)=C(N)Oc3c2ccc2ccccc32)cc1 (centres undefined)
→ 53	73	57	41	15	58	5.0*	3.9*	62
49. O=C(Nc1ccc(F)cc1)N1CCN(C(c2ccc(F)cc2)c2ccc(F)cc2)CC1
→ 88	77	88	81	92	95	87	69	84
50. O=C(Cc1c[nH]c2ccccc12)N=Nc1c(O)n(Cc2ccc(F)cc2)c2ccccc12
→ 99	94	101	83	101	/	91	79	91
51. COc1ccc(NC(=O)c2cccc(-c3cc(=O)c4c(OC)c(OC)c(OC)cc4o3)c2)cc1
→ 71	83	54	61	46	/	53	61	85
52. COc1cc(C2CC(c3ccc(SC)cc3)=NN2)cc(OC)c1OC (centres undefined)
→ 82	122	79	90	105	108	85	64	87
53. Cc1ccc(Nc2[nH]c(=O)nc3c2cnn3C)c(C)c1
→ 96	107	95	109	109	95	94	96	102
54. [2H]c1c([2H])c(C2([2H])C([2H])NC([2H])C([2H])C2[2H])c([2H])c([2H])c1-n1cc2cccc(C(N)=O)c2n1 (centres undefined)
→ 84	89	83	74	108	90	85	87	99
55. O=C(O)c1nc(-c2ccccc2)nc2ccccc12
→ 91	99	98	101	106	103	102	101	105
56. COc1ccccc1CNCCCCCCCCCCCCN1C(=O)c2ccc3c4c(ccc(c24)C1=O)C(=O)N(CCCCCCCCCCCCNCc1ccccc1OC)C3=O
→ -48*	100	-61*	83	45	117	85	87	92
57. CC(C)Cn1cnc2c(SCc3ccccc3)nc(N)nc21
→ 93	92	97	/	100	97	101	93	103
58. CCCCC(C(=O)O)C(C)CC (centres undefined)
→ 98	109	102	108	108	106	105	99	99
59. Cc1c(C(N)=O)sc2ncn(CC(=O)Nc3ccc(Cl)cc3)c(=O)c12
→ 110	85	105	533	122	106	102	141	110
60. CC(=O)OCC1CCC(COC(C)=O)CC1 (centres undefined)
→ 96	106	106	105	102	88	99	67	111

Some of the entries so far, tab-delimited.
cpd	SMILES	NCI-H23	OVCAR-5	OVCAR-8	IGROV1	OVCAR-3	SK-OV-3	NCI/ADR-RES	NCI-H522	OVCAR-4
60	CC(=O)OCC1CCC(COC(C)=O)CC1 (centres undefined)	96	106	106	105	102	88	99	67	111
59	Cc1c(C(N)=O)sc2ncn(CC(=O)Nc3ccc(Cl)cc3)c(=O)c12	110	85	105	533	122	106	102	141	110
52	COc1cc(C2CC(c3ccc(SC)cc3)=NN2)cc(OC)c1OC (centres undefined)	82	122	79	90	105	108	85	64	87
51	COc1ccc(NC(=O)c2cccc(-c3cc(=O)c4c(OC)c(OC)c(OC)cc4o3)c2)cc1	71	83	54	61	46	/	53	61	85
57	CC(C)Cn1cnc2c(SCc3ccccc3)nc(N)nc21	93	92	97	/	100	97	101	93	103

Later entries:
Results follow in this order: NCI-H23	OVCAR-5	OVCAR-8	IGROV1	OVCAR-3	SK-OV-3	NCI/ADR-RES	NCI-H522	OVCAR-4
61. O=c1scc(-c2ccc([N+](=O)[O-])cc2)s1
→ 101	105	111	130	120	108	99	77	109
62. O=C([C@H]1C[C@H]1c1ccc(C(F)(F)F)cc1)N1CCN(C2CCOCC2)CC1
→ 98	97	101	103	104	106	106	85	101
63. Nc1nc(-c2ccccc2)[nH]c(=O)c1N=O
→ 95	117	107	88	109	108	98	94	94
64. Cc1cc([N+](=O)[O-])c(C)cc1I
→ 97	98	103	108	105	98	99	83	96
65. Clc1ccc2c(OCCCn3ccnc3)c3oc4ccc(Cl)cc4c3nc2c1
→ /	75	54	56	106	114	53	49	83
66. Cn1ccc(Nc2nccc(Oc3ccc(C(=O)Nc4cccc(F)c4)c(Cl)c3)n2)c1
→ 67	88	88	62	56	16	97	43	67
67. CC(C)(CC(=O)O)CC(=O)O
→ 100	100	121	111	105	120	100	99	108

Random draw from the library, and some 11% of all compounds hit somewhere here.
